bCat KO growth: beta-catenin-lacking colon tumor cell growth suppression; 1.5% of 140,000 active; AID 818; viability, % at 10 µM; HCT116 beta-catenin knockout viability, CellTiter-Glo, 60 h; active compounds read low;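 active = viability at or under a set limit, the compound median less 4 SD, cut at about 6% in these data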;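 also: 0% = Hyamine 1622 control at 20 µM and 100% = untreated cell control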
Measles CPE: protection of cells from measles virus; Measles virus-infected cells, CPE protection, absorbance; protection (pct of control), % at 4 µM; 1.5% of 140,000 active; AID 841; in the data active = protection mostly above about 24%, no sharp cut-off; inactive = mostly below about 26%; also: some compounds called inactive have numbers as strong as hits
MRP1 act: MRP-1 activation; viability increase, % at 10 µM; H69AR cells + doxorubicin, viability rescue, CellTiter-Glo; AID 799; 0.61% of 140,000 active;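 active = viability gain under doxorubicin at or above a set limit, the compound median plus 3 SD, cut at about 4.7% in these data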;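 also: MRP-1 overexpressing cells given doxorubicin 25 µM after compound pretreatment; 18-22 h compound pretreatment then 72 h with doxorubicin before readout; 0% = doxorubicin-only wells and 100% = vehicle-treated cells without doxorubicin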
HCT116 PTEN-null: growth suppressors of cells with PTEN tumor suppressor deletion | HCT116 PTEN-null viability, CellTiter-Glo, 60 h; active compounds read low | viability, % at 10 µM | 1.2% of 140,000 active | AID 827;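 active = viability at or below a set limit, 4 SD under the median of all tested compounds, cut at about 3.7% in these data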;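 also: PTEN knockout HCT116 line with beta catenin targeted HCT116 as companion control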
E-sel TNF inh: blocks E-selectin expression induced by TNF alpha. HUVEC TNFa-induced E-selectin immunofluorescence, high content. inhibition, % at 2 µM. 0.71% of 120,000 active;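 active = inhibition above the batch mean plus 3 SD, and confirmed as a hit on visual image review, cut at about 43% in these data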;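 also: 0% = TNF-stimulated DMSO wells and 100% = unstimulated control wells; not every result past the cut was called active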
NPY-Y2 antag: antagonists of human neuropeptide Y receptor Y2. NPY-Y2 expressing cells, antagonist mode. P49146. 0.99% of 140,000 active. inhibition, % at 2.7 µM; in the data active = inhibition above about 17%;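 also: 0% = vehicle with agonist challenge and 100% = reference antagonist with challenge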
Target sequence (P49146 whole entry, looked up): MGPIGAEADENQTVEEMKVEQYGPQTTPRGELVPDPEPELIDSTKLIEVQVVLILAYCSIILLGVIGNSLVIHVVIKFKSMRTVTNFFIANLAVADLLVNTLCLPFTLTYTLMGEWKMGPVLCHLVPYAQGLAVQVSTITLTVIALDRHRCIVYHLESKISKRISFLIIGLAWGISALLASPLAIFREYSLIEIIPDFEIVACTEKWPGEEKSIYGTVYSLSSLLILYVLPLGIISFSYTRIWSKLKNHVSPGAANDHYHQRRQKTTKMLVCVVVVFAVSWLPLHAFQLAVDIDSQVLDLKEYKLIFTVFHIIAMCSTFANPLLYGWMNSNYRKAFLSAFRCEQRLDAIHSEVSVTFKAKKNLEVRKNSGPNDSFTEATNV
Yeast life ext: yeast lifespan extension; S. cerevisiae growth with nicotinamide, OD615; deaD strain in restrictive glucose medium; inhibition of the nicotinamide effect, % at 10 µM; 0.68% of 130,000 active; AID 775;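 active = inhibition above a set limit, placed 3 SD over the median of all compounds, cut at about 26% in these data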;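 also: 0% = nicotinamide-treated wells and 100% = cells grown without nicotinamide; some compounds called inactive have numbers as strong as hits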
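Measured by: optical density (absorbance) at 615 nm; System: modified budding yeast, DeaD strain; Medium: restrictive CSMM-D dextrose medium; Timing: 4 h preincubation then 48 h treatment at 30 °C.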
Yeast growth inh: chemicals that inhibit yeast BB579 growth in restrictive medium (lifespan-shortening candidates); S. cerevisiae BB579 growth, OD615, 48 h; inhibition, % at 10 µM; 0.51% of 140,000 active; AID 804;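 active = inhibition above a set limit, 3 SD over the mean compound inhibition, cut at about 44% in these data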; also: inactives centre near -24
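controls = amphotericin B 10 µg/mL, positive | assay system = DeaD yeast strain BB579 | schedule = 48 h compound exposure at 30 °C after 4 h preincubation | detection = OD615 turbidity measurement | medium = restrictive CSMM-D medium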
Phagocytosis inh: inhibitors of macrophage phagocytosis. J774A.1 macrophage IgG-bead phagocytosis, imaging. inhibition, % at 5 µM. 0.07% of 110,000 active. AID 1029;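 active = inhibition above the mean of the plate negative controls plus 5 SD, cut at about 13% in these data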;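 also: phagocytic index as fraction of beads internalized from green versus red external bead signal; plate controls were DMSO negative control for no effect and cytochalasin-D positive control for full effect; some results beyond the cut were filed as inactive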
GALR2 blocker: antagonists of human galanin receptor 2 (GALR2); GALR2-expressing cells, antagonist mode; AID 828; 0.39% of 140,000 active; inhibition, % at 4 µM; in the data active = inhibition above about 27%;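 also: cells stimulated with galanin 1-16 at roughly its EC80; 0% = agonist challenge control and 100% = basal control without agonist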
Target sequence (O43603 whole entry, looked up): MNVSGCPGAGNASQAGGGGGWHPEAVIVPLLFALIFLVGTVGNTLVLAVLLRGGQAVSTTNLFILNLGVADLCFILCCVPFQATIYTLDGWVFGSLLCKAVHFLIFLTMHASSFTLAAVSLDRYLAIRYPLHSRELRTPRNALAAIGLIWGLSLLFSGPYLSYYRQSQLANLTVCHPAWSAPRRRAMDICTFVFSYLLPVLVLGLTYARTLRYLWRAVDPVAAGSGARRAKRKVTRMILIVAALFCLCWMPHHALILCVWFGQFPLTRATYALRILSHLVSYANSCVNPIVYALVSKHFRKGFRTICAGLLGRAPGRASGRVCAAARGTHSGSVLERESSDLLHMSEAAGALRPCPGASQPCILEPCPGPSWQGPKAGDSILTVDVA
The depositor's hits bear a star; / = no result given.

SMILES	bCat KO growth	Measles CPE	MRP1 act	HCT116 PTEN-null	E-sel TNF inh	NPY-Y2 antag	Yeast life ext	Yeast growth inh	Phagocytosis inh	GALR2 blocker
Cc1noc(/C=C/N(C)C)c1S(=O)(=O)N1CCCC(C(=O)NCc2ccc(Cl)cc2)C1 (configuration not stated)	89	5	4.9*	94	9	1	-1	-17	-1	0
O=C(O)c1ccc2c(c1)N(Cc1ccccc1)C(=O)c1ccccc1S2=O (configuration not stated)	104	9	0.4	109	-22	3	-3	-53	0	10
CS(=O)(=O)N(Cc1ccc(Cl)cc1)c1ccc(C(=O)NCCC2=CCCCC2)cc1	36	8	-1.3	40	25	6	-11	-28	2	-5
CCC(=O)/C=C1\Sc2ccc(OC)cc2N1CCO	92	6	-1.4	94	7	7	-2	-4	/	-2
COc1ccc(-c2cc(C(F)(F)F)nc(-n3ccnc3C)n2)cc1	68	19	-1.1	62	/	11	-8	-9	-7	5
CC(Cc1cccs1)NC(=S)Nc1ccc(Cl)cc1 (configuration not stated)	30	9	-4.3	47	/	1	-4	-32	-4	23
CSc1ccc(CCNC(=O)C2CCN(c3nnc(-n4cccc4)s3)CC2)cc1	88	6	-1.4	86	/	1	-4	-21	0	-2
COc1ccc(NC(=O)C2CC2)cc1-n1cnnn1	112	19	-1.1	97	-28	-1	-11	14	0	0
COc1ccc(NC(=S)NN(C)C(=S)Nc2ccc(OC)cc2)cc1	42	3	-3.2	35	7	1	1	-59	-4	0
COC(=O)C1CCN(C(=O)c2ccccc2Oc2ccccc2)CC1	91	13	-1.5	79	17	8	-16	-23	-1	-2
O=C(NC1CCCC1)C1CCCN1C(=O)Nc1ccccc1 (configuration not stated)	113	3	-0.6	104	18	3	-21	25	0	7
C=CCSC1=N/C(=C\c2ccc3c(c2)OCO3)C(=O)S1	86	7	-3.7	90	/	4	-6	-25	0	-5
Cc1cc(C)c(NC(=O)c2ccc(S(=O)(=O)N3CCOCC3)cc2)c(C)c1	93	9	-1.6	103	/	0	-4	-25	-1	13
COc1ccc(CN2CCn3ncc(C(=O)Nc4cc(C)cc(C)c4)c3C2=O)cc1	78	3	-2.9	78	-1	1	-12	-45	-3	-8
Cc1cc(C(C#N)c2cccc(Cl)c2)n2ncnc2n1 (configuration not stated)	89	3	-3.8	93	7	1	-19	-28	/	6
COc1cc(O)c2c(c1)COC2=O	93	5	-0.7	109	/	3	1	0	3	-8
O=C(NCCc1ccccc1)c1cc2ncc(Br)cn2n1	84	2	-1.8	89	-5	6	-6	-35	-4	-9
CCCCC(=O)Nc1ccc(C(=O)Nc2ccc(S(=O)(=O)N3CCCC3)cc2)cc1	89	6	-0.5	94	-2	5	-5	-82	/	8
c1ccc2nc(N3CCCC3)c(N3CCCC3)nc2c1	79	5	-0.3	75	/	10	-14	-46	1	6
Cc1ccc(NC(=O)CN(C)c2ccc(S(=O)(=O)N3CCN(C)CC3)cn2)cc1	94	11	2.8	103	/	0	-7	-6	0	-11
Cc1cccc(C)c1NC(=O)CN1C(=O)S/C(=C\c2cccn2C)C1=O	65	6	-2.1	69	-72	1	-2	-56	-2	2
Cc1nc(OCc2ccccc2)c2sc3nc4c(cc3c2n1)COC(C)(C)C4	85	4	6.1*	81	-37	0	-13	-27	2	-11
CC(C)c1cccc(C(C)C)c1NC(=O)COc1nncc2ccccc12	92	10	-0.8	94	/	3	9	-43	-3	19
O=C1c2ccccc2C(=O)N1Cc1nc(-c2ccccn2)no1	108	9	-0.9	94	-12	1	-4	17	1	-5
CCOCCCn1c(C)nc2c(c1=O)c1nc3ccccc3nc1n2CCC1=CCCCC1	52	2	-5.0	33	14	7	-16	-42	-1	-5
CN(C)/N=C/c1ccc(Sc2ccc([N+](=O)[O-])cc2[N+](=O)[O-])o1	85	7	-5.3	81	16	1	-1	-30	2	-8
O=C(CCC1CCCCC1)Nc1c2c(nn1-c1ccc(F)cc1)CS(=O)C2 (configuration not stated)	87	4	-0.2	80	/	1	-14	-39	0	0
COCCCNC(=O)CC(NCCCOC)C(=O)O (configuration not stated)	101	23	0.0	92	10	3	2	-52	-4	-3
CCCNC(=O)Cn1c2ccccc2c2nc(=O)cc(C)n21	88	6	-3.5	80	23	-2	-12	8	1	1
O=C(Cc1cn2ccsc2n1)Nc1ccccn1	96	4	-3.5	88	16	0	-16	8	-1	-16
Cn1c(SCc2c(F)cccc2Cl)nnc1-c1cccs1	99	14	-1.2	98	16	5	3	-68	1	0
CCOC(=O)COc1ccccc1/C=C\[N+](=O)[O-]	79	2	-4.5	86	/	4	44*	35	-10	30*
Cc1cc(NC(=O)C2CCCN(S(=O)(=O)c3cnc[nH]3)C2)ccc1Br (configuration not stated)	95	22	2.4	87	/	0	-6	-6	0	9
CCN(CC)C(=O)C(C)OC(=O)c1ccc(O)cc1 (configuration not stated)	109	7	0.8	108	9	5	3	-58	1	-3
Nc1cc(C(=O)O)ccc1N1CCCCC1	95	22	-0.8	100	14	5	/	7	/	-7
Cc1cc(C)nc(NS(=O)(=O)c2ccc(Br)cc2)n1	93	15	-0.7	88	14	5	-17	-53	1	-18
CCN(CC)CCOc1nnc(-c2ccc(C)cc2)c2ccccc12	90	3	-0.1	86	18	8	-10	-9	6	-6
Cn1c(CCNC(=O)c2ccco2)nc2cc(NS(=O)(=O)c3ccccc3)ccc21	91	7	-5.2	93	/	0	-18	-23	-2	1
CCOC(=O)c1c(C)[nH]c(C(=O)COC(=O)CSCC(=O)N(CC)CC)c1C	91	13	-1.3	91	-29	2	-15	-33	0	-7
C=CCN=C(C)C1=C(O)C(C)OC1=O (configuration not stated)	99	14	3.9	96	/	-1	-2	-9	-4	-1
C=CCN1CC(c2nc3ccccc3n2CCOc2ccccc2)CC1=O (configuration not stated)	87	18	-3.8	92	/	13	-6	5	1	-1
CCOC(=O)c1cc(C)n(-n2cnnc2)c1C	96	5	-1.2	104	-12	0	-7	-17	-2	8
COC(=O)C1=C(C(=O)OC)C2(OC1c1cccc(F)c1)C(=O)c1ccccc1C2=O (configuration not stated)	96	4	-0.2	106	10	1	-8	-57	0	2
CC(C)Sc1nnc(-c2c[nH]c3ccccc23)n1C	112	6	-2.9	102	/	-2	-9	3	0	3
COn1c(-n2nc(C)cc2C)nc2ccccc2c1=O	103	6	-1.7	97	-9	0	-1	-39	2	1
COC(=O)c1c(O)c2ccccc2[nH]c1=O	94	8	0.8	96	6	-1	41*	-24	1	0
COc1ccc(CCN2C(=O)CC(NCCc3ccc(S(N)(=O)=O)cc3)C2=O)cc1OC (configuration not stated)	97	9	1.4	104	7	-2	-5	-2	0	-5
CCCCC(=O)NC(c1ccc([N+](=O)[O-])cc1)c1c(O)ccc2ccccc12 (configuration not stated)	23	8	-4.9	16	-1	-3	1	-33	-5	18
CN(CCNC(=O)c1cccc(N2CCCC2=O)c1)Cc1ccccc1	83	8	-0.2	84	16	1	-6	-10	0	-2
CCOc1ccc(C2C=C(c3ccccc3)Nc3ncnn32)cc1 (configuration not stated)	85	4	-1.0	85	/	5	-29	-13	-5	14
COc1cc(N2CCCC2)c(OC)cc1/C=C(/C#N)c1cccc(Br)c1	81	12	-0.7	83	21	1	-2	-47	/	8
Cc1cc(C(=O)N/N=C2\CC(=O)CC(C)(C)C2)c(C)n1-c1ccc(F)cc1	91	16	-2.2	76	3	1	-5	-54	0	-8
COCCCNC(=O)CCc1nc2cccnc2n1Cc1ccccc1	100	20	-0.7	100	/	2	-5	-9	-1	-6
O=C(Nc1ccc(Br)cc1)c1cccnc1N1CCCCC1	80	16	-1.0	85	-9	4	-14	-44	0	-3
O=c1c2ccccc2c(=O)n(Cc2ccccc2)n1Cc1ccccc1	92	17	2.2	82	/	6	0	13	-3	-15
COCCNC(=O)CSc1nc2nc(C)cc(C)n2n1	93	5	-0.1	94	-3	3	-4	-10	-1	-2
COc1ccc(C(=O)Nc2cc(C)ccc2NC(=O)COc2ccccc2)cc1	92	8	-0.5	82	-3	4	-22	-20	0	-4
Cc1ccccc1C1NS(=O)(=O)N=C1N (configuration not stated)	97	6	-0.9	97	0	1	3	-16	/	1
CC1(C)CC(=O)c2c(-c3cccnc3)n[nH]c2C1	103	6	-1.3	98	2	2	-11	-50	0	-16
CC(C)C(C(=O)NCC1CCCO1)N(Cc1ccco1)C(=O)CNS(=O)(=O)c1ccc(F)cc1 (configuration not stated)	94	7	-4.1	102	/	-2	-2	-30	-2	2

(listing goes on)
SMILES	bCat KO growth	Measles CPE	MRP1 act	HCT116 PTEN-null	E-sel TNF inh	NPY-Y2 antag	Yeast life ext	Yeast growth inh	Phagocytosis inh	GALR2 blocker
Cc1ccc(-c2nn(CCC(=O)NCC3CCCO3)c(=O)c3ccccc23)cc1 (configuration not stated)	88	11	-4.6	76	/	0	-8	-17	1	5
O=C1C2C3C=CC(C4CC34)C2C(=O)N1/N=C/c1ccc(-c2ccc(Cl)cc2[N+](=O)[O-])o1 (configuration not stated)	102	25	-0.9	97	32	4	-7	-77	0	-5
CC(=O)NC(Cc1cc(C)ccc1C)C(=O)N1CCN(C(=O)Nc2ccc(C(C)=O)cc2)CC1 (configuration not stated)	96	10	-4.4	99	-2	-2	-25	-46	-2	-2
CCOC(=O)C1CCN(S(=O)(=O)c2ccc(Cl)cc2OC)CC1	101	11	0.2	97	11	2	-2	-35	-1	-18
COc1cc2c(cc1NC(=O)CN(C)Cc1cccc(OC)c1OC)oc1ccccc12	88	7	0.1	82	/	4	-5	-42	4	4
COc1ccc(/C=C/C(=O)c2sc(-c3ccccc3)nc2C)cc1	54	15	-3.6	56	/	1	-4	-50	-1	-10
N#C/C(=C\c1cc2ccccc2nc1N1CCCCC1)C(N)=O	47	18	-2.5	38	/	3	-2	-12	-2	-1
COC(=O)c1cc2nc(-c3ccccc3)cc(C)n2n1	97	28	-0.7	99	-3	0	-16	2	1	-8
O=c1oc(-c2cccs2)nc2scc(-c3cccs3)c12	77	13	-2.8	86	-30	5	-16	-52	1	-3
C=CCn1c(N)nc2ccccc21	101	3	-1.8	96	-3	0	12	-22	-3	-6
O=C(Nn1c(-c2ccccc2)nc2ccccc2c1=O)c1ccc([N+](=O)[O-])cc1	86	2	-2.7	91	2	-1	0	3	11	-1
Cc1cc2oc(C(=O)Nc3cccnc3)c(C)c2cc1C	100	5	-2.0	104	15	13	-6	-35	1	1
Cc1ccccc1NC(=S)NCc1ccc2[nH]c3c(c2c1)CCCC3	52	7	-3.7	53	-11	-3	-3	20	/	3
CC(Sc1nc(-c2ccccc2)cc(C(F)(F)F)n1)C(=O)Nc1ccc2c(c1)OCO2 (configuration not stated)	34	20	-4.1	7	/	11	-1	-20	-1	1

Quoted at random: 2 records from the list, in no set order.
SMILES	bCat KO growth	Measles CPE	MRP1 act	HCT116 PTEN-null	E-sel TNF inh	NPY-Y2 antag	Yeast life ext	Yeast growth inh	Phagocytosis inh	GALR2 blocker
CCOC(=O)C1CCN(S(=O)(=O)c2ccc(Cl)cc2OC)CC1	101	11	0.2	97	11	2	-2	-35	-1	-18
O=C(Nn1c(-c2ccccc2)nc2ccccc2c1=O)c1ccc([N+](=O)[O-])cc1	86	2	-2.7	91	2	-1	0	3	11	-1

Source: PubChem BioAssay
